Bioassay records: PubChem, Sanford-Burnham Center for Chemical Genomics
hIAP activ = human IAP activators, primary screen, biochemical, luminescence, uHTS. Intestinal-type alkaline phosphatase (Homo sapiens), P09923. purified human IAP, CDP-Star luminescence, 30 min; hits give high values; 1 = vehicle-only enzyme, 0 = enzyme-free background. activation factor at 10 µM. 330,000 compounds, 0.16% hits. AID 2524, 2010;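 active = activation factor of the enzyme at least 2-fold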; note: the source names both 10 and 20 µM as test concentration; values of inactives mirror those of a sister screen read the other way
Target sequence (P09923 whole entry, looked up): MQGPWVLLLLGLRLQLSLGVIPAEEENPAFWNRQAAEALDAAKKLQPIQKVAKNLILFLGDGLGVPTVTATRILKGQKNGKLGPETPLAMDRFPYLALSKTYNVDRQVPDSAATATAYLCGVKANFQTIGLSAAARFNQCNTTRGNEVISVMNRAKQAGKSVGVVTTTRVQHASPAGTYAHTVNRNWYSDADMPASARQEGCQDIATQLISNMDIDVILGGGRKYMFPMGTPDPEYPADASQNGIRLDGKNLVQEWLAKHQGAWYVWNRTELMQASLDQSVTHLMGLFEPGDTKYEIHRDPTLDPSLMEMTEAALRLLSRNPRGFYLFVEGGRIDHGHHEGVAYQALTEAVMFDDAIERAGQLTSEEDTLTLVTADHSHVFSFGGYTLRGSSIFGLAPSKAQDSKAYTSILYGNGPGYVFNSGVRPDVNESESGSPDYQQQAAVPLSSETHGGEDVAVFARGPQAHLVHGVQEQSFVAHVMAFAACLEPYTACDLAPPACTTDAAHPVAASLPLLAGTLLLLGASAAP
ATG4B inhibitor = ATG4B protease inhibitors, primary screen, biochemical, fluorescence, uHTS. ATG4B cleavage of LC3-PLA2, NBD-HPC fluorescence, 1 h. inhibition, % at 8.33 µM. 340,000 compounds, 0.51% hits; in the data active = inhibition above about 40%
Target sequence (Q9Y4P1 whole entry, looked up): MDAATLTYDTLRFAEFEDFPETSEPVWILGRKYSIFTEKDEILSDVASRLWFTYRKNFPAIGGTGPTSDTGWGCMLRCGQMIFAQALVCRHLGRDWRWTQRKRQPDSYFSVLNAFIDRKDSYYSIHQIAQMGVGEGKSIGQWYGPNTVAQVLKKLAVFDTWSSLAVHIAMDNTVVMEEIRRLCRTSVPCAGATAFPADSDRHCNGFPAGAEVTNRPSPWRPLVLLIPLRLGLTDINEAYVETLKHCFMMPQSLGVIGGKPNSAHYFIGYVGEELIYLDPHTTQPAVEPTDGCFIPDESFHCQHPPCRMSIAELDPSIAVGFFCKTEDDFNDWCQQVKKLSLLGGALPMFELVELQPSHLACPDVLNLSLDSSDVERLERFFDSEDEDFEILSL
TIM10 inh = growth inhibitors of isogenic TIM10 control yeast, primary screen, counter-screen for tim10-1 yeast inhibitor project, luminescence, uHTS. 330,000 compounds, 1.4% hits. S. cerevisiae TIM10 strain growth, BacTiter-Glo luminescence, 24 h. inhibition, % at 10 µM;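 active = inhibition of 40% or more at the single tested concentration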;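 note: wild-type TIM10 isogenic control strain grown at permissive 25 °C; 0% = DMSO yeast wells and 100% = minimal medium wells without yeast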
mIAP inh = inhibitors of mouse IAP, primary screen, biochemical, luminescence, uHTS. intestinal alkaline phosphatase [Mus musculus]. 330,000 compounds, 0.2% hits. AID 2806, 2010. inhibition, % at 10 µM. purified mouse IAP, CDP-Star luminescence, 30 min;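 active = inhibition of at least 40% at 10 µM in the primary screen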;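 note: plate controls were DMSO with enzyme for no effect and no enzyme wells for full effect; values of inactives mirror those of a sister screen read the other way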
hIAP block = human IAP inhibitors, primary screen, biochemical, luminescence, uHTS. Intestinal-type alkaline phosphatase (Homo sapiens), P09923. purified IAP, CDP-Star luminescence, 30 min. inhibition, % at 10 µM. 330,000 compounds, 0.12% hits;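 active = inhibition reaching a set limit with compound at 10 µM in the primary screen, cut at about 35% in these data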;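 note: plate controls were DMSO wells with enzyme for no effect and no-enzyme buffer wells for full effect; values of inactives mirror those of a sister screen read the other way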
tim10-1 inh = growth inhibitors of tim10-1 mutant yeast, primary screen, luminescence, uHTS; 330,000 compounds, 2.2% hits; S. cerevisiae tim10-1 ts strain growth, BacTiter-Glo, 24 h; inhibition, % at 20 µM;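 active = inhibition of at least 40%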;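 note: mutant grown at 25 °C; 0% = DMSO wells with yeast and 100% = wells holding no yeast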
mIAP activ = activators of mouse IAP, primary screen, biochemical, luminescence, uHTS | intestinal alkaline phosphatase [Mus musculus] | muIAP, CDP-Star luminescence, 30 min; hits give high values; 1 = vehicle-only enzyme signal, 0 = enzyme-free wells | activation factor at 10 µM | 330,000 compounds, 0.24% hits;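 active = activation factor of at least 2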; note: the source names both 10 and 20 µM as test concentration; values of inactives mirror those of a sister screen read the other way
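Assay system: mouse IAP enzyme; reagent: chemiluminescent substrate CDP-Star; dosing: test compounds delivered from DMSO solution; schedule: 30 min at room temperature; measured by: luminescence from enzymatic CDP-Star hydrolysis; controls: DMSO-only wells and no-enzyme negative control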
NALP3 yeast inh = NALP3 inflammasome inhibitors in reconstituted yeast, primary screen, luminescence, uHTS. Yeast reconstituted NLRP3/ASC/caspase-1, beta-gal luminescence, 24 h. inhibition, % at 10 µM. 330,000 compounds, 0.39% hits. AID 2825, 2010;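 active = inhibition of 50% or more; inactive = inhibition below 50%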;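 note: plate controls were induced DMSO wells for no effect and uninduced yeast grown without galactose for full effect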
Apaf1 inhib = inhibitors of human Apaf-1 apoptosome, primary screen, biochemical, DEVD-Rh110 fluorescence, uHTS; 330,000 compounds, 0.71% hits; inhibition, % at 20 µM; Apoptotic protease-activating factor 1 (Homo sapiens), O14727; reconstituted apoptosome caspase-3 activity; active = inhibition of at least 40% at 20 µM;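 note: plate controls were DMSO wells for no effect and DEVD-CHO caspase inhibitor wells for full effect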
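detection = Rh110 fluorescence intensity | test system = biochemical Apaf-1 apoptosome reconstitution | also added = cytochrome c and DEVD-Rh110 substrate | schedule = 30 min plus 50 min, RT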
An asterisk follows results filed as active; · = not tested or not shown.

SMILES | hIAP activ | ATG4B inhibitor | TIM10 inh | mIAP inh | hIAP block | tim10-1 inh | mIAP activ | NALP3 yeast inh | Apaf1 inhib
O=C(NC1=NCCS1)c1ccc(Cl)c(S(=O)(=O)N2CCOCC2)c1 | 1 | 1 | 2 | -3 | -4 | 4 | 1 | -3 | 5
CCN(C(=O)CN1C(=O)c2ccccc2S1(=O)=O)C1CCCCC1 | 0.97 | -1 | 6 | 4 | 3 | 19 | 0.96 | 1 | 2
CCOC(=O)N1CCC(Nc2ncnc3c2cnn3-c2ccc(C)cc2C)CC1 | 0.97 | 0 | -25 | -9 | 3 | -10 | 1.1 | 0 | 7
CCN(CC)c1ccc(/C=N/NC(=O)CNC(=O)c2ccc3c(c2)OCCO3)cc1 | 0.84 | 7 | -19 | 6 | 16 | 7 | 0.94 | 10 | 17
O=C(COC(=O)CNC(=O)c1ccc(Cl)cc1)NC1CCCCCC1 | 1.1 | 7 | 2 | 0 | -12 | 22 | 1 | 15 | 11
O=C(CCN1C(=O)COc2ccccc21)NCCCN1CCCC1 | 1 | 5 | 9 | 1 | -2 | -1 | 0.99 | 10 | 3
Cc1cccc(NC(=O)NNC(=O)c2ccc3ccccc3c2O)c1 | 1.2 | -13 | -6 | 7 | -19 | -13 | 0.93 | 5 | 11
CCOC(=O)N1CCN(C(=O)c2cc3ccc(OC)cc3[nH]2)CC1 | 1.1 | -2 | 8 | 6 | -6 | 23 | 0.94 | 2 | -4
Cc1nn(C)cc1C(=O)Nc1cc(Oc2ccc(Cl)cc2)cc([N+](=O)[O-])c1 | 0.98 | 1 | 30 | -1 | 2 | 24 | 1 | 16 | 4
CCc1noc(C)c1C(=O)Nc1cc(S(=O)(=O)N2CCCCC2)ccc1N(C)C | 1.2 | -4 | 9 | -4 | -20 | 12 | 1 | 2 | 10
COc1ccc(Cl)cc1NC(=O)Cn1c(NCCO)nc2ccccc21 | 0.94 | -2 | 3 | 4 | 6 | 9 | 0.96 | -4 | -15
COc1ccc(-n2ncc(N(C)n3cccc3)c(Cl)c2=O)cc1 | 0.98 | 1 | 0 | -2 | 2 | 31 | 1 | 8 | 4
S=C(NCc1cccs1)Nc1ccc(Cl)cc1 | 1 | 0 | 37 | -50 | -2 | 34 | 1.5 | 20 | 7
COc1ccc(C(CNC(=O)c2sccc2C)N2CCOCC2)cc1 (centres undefined) | 0.89 | 4 | 8 | -4 | 12 | -1 | 1 | 20 | 0
C=CCn1c(O)c(N=NC(=O)CNC(=O)/C=C/c2ccco2)c2ccccc21 | 1 | -5 | 1 | 8 | -1 | 11 | 0.92 | 19 | -23
S=C(c1ccc(Br)cc1)N1CCN(Cc2ccccc2)CC1 | 1.1 | 9 | 33 | 4 | -14 | 30 | 0.96 | -6 | 18
Cc1ccc(C)c(CN2C(=O)c3ccccc3S(=O)c3ccc(C(=O)NCCCN4CCCC4)cc32)c1 (centres undefined) | 0.98 | -2 | -7 | 5 | 2 | 21 | 0.95 | 4 | 30
CCOc1c(OC)cccc1C1CC(=O)Nc2cc3c(cc21)OCCO3 (centres undefined) | 0.86 | -4 | -12 | -8 | 14 | 13 | 1.1 | 7 | 9
CC1CCc2sc(C(=O)NC(C)C3CCCO3)cc2C1 (centres undefined) | 1 | -7 | 13 | 5 | -1 | 27 | 0.95 | 15 | 9
Clc1ccc(OCCN2CCOCC2)cc1 | 0.86 | 3 | -8 | 0 | 14 | -20 | 1 | 18 | 2
COc1ccc(C2CC(c3ccccc3OC(C)=O)=NN2C(=O)/C=C/c2ccccc2)cc1OC (centres undefined) | 0.86 | -2 | 22 | 14 | 14 | 28 | 0.86 | 15 | 17
N#Cc1c2n(c3c(=O)n(Cc4ccccc4Cl)cnc13)CCCC2 | 1 | -11 | 28 | 11 | -4 | 30 | 0.89 | 6 | -11
CC1CCCN(c2ncnc3c2cnn3-c2ccccc2)C1 (centres undefined) | 0.86 | 8 | -3 | 1 | 14 | 16 | 0.99 | 54* | 6
CNc1ncc(C(=O)c2ccccc2)s1 | 0.98 | -1 | 3 | 1 | 2 | -10 | 0.99 | 10 | 5
NC(=O)CC(NC(=O)c1ccccc1)c1ccc(N2CCN(c3ccccc3)CC2)c([N+](=O)[O-])c1 (centres undefined) | 1.1 | -10 | -2 | 3 | -11 | -13 | 0.97 | 5 | 16
CCOc1ccc(C(Nc2ccc(C)cc2)P2(=O)OCC(C)(C)CO2)cc1 (centres undefined) | 1 | -1 | 8 | -6 | -1 | 18 | 1.1 | 8 | 15
Cc1cc(-n2c(C)cc(C(=O)COc3ccc(F)c(F)c3)c2C)no1 | 0.9 | 1 | 3 | 2 | 10 | -3 | 0.98 | 41 | 8
CCCCN(c1ccccc1)c1ncnc2nc[nH]c12 | 1.3 | -15 | -8 | 1 | -28 | 20 | 0.99 | 5 | -1
COc1cc(OC)c2c(-c3cccc(-c4ccc(C(F)(F)F)cc4)c3)cc(=O)oc2c1 | · | -2 | -6 | 5 | · | -3 | 0.95 | · | 19
COc1ccc(S(=O)(=O)N2CCN(C)CC2)c(C)c1 | 1.1 | -3 | 0 | -5 | -10 | -25 | 1 | 9 | -3
O=C(CSc1ccc(F)cc1)NC1CCCCC1 | 0.94 | 18 | -17 | 1 | 6 | 2 | 0.99 | 8 | 4
O=C(Nc1ccccc1C(=O)N1CCOCC1)c1ccc([N+](=O)[O-])cc1 | 0.91 | -1 | -7 | 2 | 9 | 11 | 0.98 | 13 | 1
COc1ccc(NC(=O)Cc2ccc(C)c(C)c2)cc1Cl | 1.1 | -2 | -19 | -45 | -10 | -4 | 1.5 | 6 | 5
O=C(NC1CCCC1)C(c1ccccn1)N(C(=O)c1csnn1)C1CCCC1 (centres undefined) | 0.96 | -6 | 4 | -7 | 4 | 12 | 1.1 | -1 | 2
COC(=O)N/N=C/c1cc(N=Nc2ccccc2Cl)ccc1O | 1.2 | 7 | 7 | 24 | -24 | 23 | 0.76 | 31 | -9
O=S(=O)(c1cccc(NC(=S)Nc2ccc(Br)cc2Cl)c1)N1CCOCC1 | 1.2 | -4 | -10 | -2 | -21 | 2 | 1 | 11 | 7
CCn1c(Cn2nnc(-c3ccccc3)n2)nnc1SCC(=O)N1CCOCC1 | 1.1 | 2 | 8 | 3 | -12 | 4 | 0.97 | 15 | 13
Cc1cc(C)n(CCc2nc(-c3ccco3)cs2)n1 | 0.93 | -5 | -3 | 21 | 7 | 20 | 0.79 | 16 | -8
CCOC(=O)C1CCN(C(=O)C(=O)Nc2ccc3nc4n(c(=O)c3c2)CCCCC4)CC1 | 0.84 | -17 | -4 | -4 | 16 | -9 | 1 | 5 | 2
CC1CCCC(NC(=O)COC(=O)/C=C/c2ccc([N+](=O)[O-])cc2)C1C (centres undefined) | 0.96 | -6 | 9 | -10 | 4 | 26 | 1.1 | -13 | 11
Cc1ccc(Cl)cc1NC(=O)COC(=O)CN1C(=O)C2CCCCC2C1=O (centres undefined) | 1 | -7 | -14 | 2 | -1 | 6 | 0.98 | 7 | -4
COC(=O)CCc1c(C)c(C#N)c2nc3ccccc3n2c1N1CCCC1 | 1.2 | -7 | -7 | -6 | -22 | 2 | 1.1 | 4 | -10
CC1(C)CC(Nc2ccc(C(F)(F)F)cc2[N+](=O)[O-])CC(C)(C)N1 | 1 | 3 | -2 | 14 | 0 | 9 | 0.86 | 13 | -8
Cc1ccn(S(=O)(=O)c2ccc3oc(=O)ccc3c2)n1 | 0.82 | -7 | 25 | -4 | 18 | 18 | 1 | 6 | -1
CCc1ccc(N2C(=O)C3C4C=CC(CC4)C3C2=O)cc1 (centres undefined) | 1.1 | -3 | 5 | -4 | -11 | 8 | 1 | 9 | -11
CC(=O)c1ccc(OCC(=O)N2CCN(S(=O)(=O)c3ccc(Br)s3)CC2)cc1 | 1 | -7 | 4 | 3 | 0 | -2 | 0.97 | 6 | 6
Cc1ccc(-c2nnc(Nc3ccccc3)o2)cc1 | 1.1 | -8 | 9 | -7 | -9 | -5 | 1.1 | 37 | -2
COC(=O)c1cc2c(ccn2-c2ccc(F)cc2)n1Cc1ccc(OC(C)=O)cc1 | 0.9 | 6 | -14 | 8 | 10 | 15 | 0.92 | -3 | -3
CCOC(=O)N1CCN(S(=O)(=O)c2c[nH]c(C(=O)OC)c2)CC1 | 0.92 | -1 | -1 | 4 | 8 | -6 | 0.96 | 0 | 4
Cc1cccc(NC(=O)Nc2ccccc2)n1 | 0.91 | 17 | 4 | 0 | 9 | -13 | 1 | 37 | 5
CC(C)(C)C1CCC(N2CCN(c3ccccc3)CC2)CC1 (centres undefined) | 1 | -1 | -21 | -1 | 0 | -114 | 1 | -1 | 9
CC(Sc1nncn1C)C(=O)Nc1ccc(S(N)(=O)=O)cc1 (centres undefined) | 0.89 | -7 | -13 | 2 | 11 | -7 | 0.98 | 0 | -6
CCOc1ccc(S(=O)(=O)N2CCC(C(=O)NC3CC3)CC2)cc1Cl | 1 | -3 | -5 | -8 | -2 | -11 | 1.1 | 12 | 2
COC(=O)CSc1nnc(CSc2nc(C)cc(C)n2)n1Cc1ccco1 | 0.93 | 5 | 4 | 8 | 7 | 18 | 0.92 | 11 | 2
CCCCC(=O)Nc1nnn(CCC)n1 | 1.3 | 9 | -11 | 0 | -34 | -20 | 1 | 8 | -8
CCCc1nnc(SCC(=O)Nc2ccc(OCC)cc2)n1N | 1 | -9 | -3 | 2 | -4 | -2 | 0.98 | 0 | -8
CN=C1SC(CC(=O)Nc2ccc(F)cc2F)C(=O)N1/N=C(\C)c1cccc(OCC(=O)O)c1 (centres undefined) | 0.94 | 1 | -8 | 0 | 6 | 4 | 1 | -4 | -7
